# Screens (PubChem BioAssay)
# MmCpn inh: Inhibitors of TCP-1 ring complex (TRiC) of Methanococcus maripaludis (MmCpn): qHTS | AID 504842, 2011 | 0.031% of 330,000 active | Potency, µM (doses to about 76.9 µM), for inactives: at the top dose activity, negative = inhibition, hits mostly inhibitors | purified Mm-Cpn ATPase, ADP Transcreener TR-FRET; note: potency is the fitted concentration of half-maximal effect; % is set by controls: 0 for no effect and ±100 for the full control effect; nearly all actives have a fitted effect of over 80% in size
#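 ATP (10 uM final) was added to archaeal chaperonin (25 nM final) after 10 min exposure to test compound at 37°C; after 30 min further incubation, ADP was detected by competitive TR-FRET.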
# EPAC2 agonist: qHTS for Agonist of cAMP-regulated guanine nucleotide exchange factor 4 (EPAC2): primary screen | Rap guanine nucleotide exchange factor 4 (Homo sapiens), Q8WZA2 | EPAC2 activation, biochemical qHTS; response scale: 100% = 6.5 mM cAMP response | Potency, µM (top dose mostly 154 µM), without a hit: top-dose activation, most hits filed as activators | 0.079% of 360,000 active | AID 720711, 2013; note: potency is the fitted concentration of half-maximal effect; nearly all actives have a fitted effect of over 50% in size
# Target sequence (Q8WZA2 whole entry, looked up): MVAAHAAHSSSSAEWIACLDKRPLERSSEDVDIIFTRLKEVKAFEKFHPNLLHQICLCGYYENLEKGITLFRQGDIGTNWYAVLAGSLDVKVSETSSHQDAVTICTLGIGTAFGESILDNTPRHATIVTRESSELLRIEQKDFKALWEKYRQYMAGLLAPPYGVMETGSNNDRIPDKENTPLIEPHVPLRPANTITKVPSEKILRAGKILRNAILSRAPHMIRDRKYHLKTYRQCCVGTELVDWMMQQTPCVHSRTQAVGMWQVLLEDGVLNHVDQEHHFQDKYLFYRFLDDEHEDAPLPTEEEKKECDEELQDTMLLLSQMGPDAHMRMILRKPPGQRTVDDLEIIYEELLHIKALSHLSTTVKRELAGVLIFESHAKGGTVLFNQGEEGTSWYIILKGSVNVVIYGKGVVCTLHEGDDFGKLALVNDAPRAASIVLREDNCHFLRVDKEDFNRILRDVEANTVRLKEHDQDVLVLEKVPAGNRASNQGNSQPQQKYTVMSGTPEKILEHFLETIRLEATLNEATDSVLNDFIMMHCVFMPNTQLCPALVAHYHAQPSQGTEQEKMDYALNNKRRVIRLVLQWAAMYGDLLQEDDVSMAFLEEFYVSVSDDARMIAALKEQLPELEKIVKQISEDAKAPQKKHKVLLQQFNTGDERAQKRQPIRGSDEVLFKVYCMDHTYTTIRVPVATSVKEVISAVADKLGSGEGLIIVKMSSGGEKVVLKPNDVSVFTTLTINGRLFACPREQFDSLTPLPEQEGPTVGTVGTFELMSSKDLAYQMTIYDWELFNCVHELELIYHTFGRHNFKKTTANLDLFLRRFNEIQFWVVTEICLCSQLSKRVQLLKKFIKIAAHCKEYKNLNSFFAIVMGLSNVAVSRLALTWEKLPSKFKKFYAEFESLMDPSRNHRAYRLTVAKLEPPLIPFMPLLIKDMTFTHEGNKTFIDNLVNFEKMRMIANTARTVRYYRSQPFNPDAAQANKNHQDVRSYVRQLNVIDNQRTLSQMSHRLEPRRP
#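 Fluorescence exchange assay: 100 nM EPAC2 with 250 nM RAP1B-BODIPY-GDP and 50 uM GDP; compounds tested as a concentration-titration series (qHTS). Loss of Rap1-bound BODIPY-GDP fluorescence read at 480/540 nm; data normalized to 6.5 mM cAMP.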
# pAkt inh: HTS Assay for Inhibitors of Akt Phophorylation: Primary Screen | Neuro2A IGF-stimulated pAkt S473 HTRF, 20 min; stronger effect = lower value | activity change, % for hits at 50 µM | 0.32% of 360,000 active; in the data active = activity change below about -80%; inconclusive = mostly about -51% to -80%; note: % is set by controls: 0 for no effect and ±100 for the full control effect
#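 Single-point screen (50 µM final compound) in Neuro2A cells stimulated 20 min with 6 nM IGF at 37 deg C. After lysis, Ser473-phosphorylated Akt read by HTRF (ex 330 nm, em 615/665 nm) as the 665/615 ratio.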
# EPAC2 antagonist: qHTS for Antagonist of cAMP-regulated guanine nucleotide exchange factor 2 (EPAC2): primary screen; Rap guanine nucleotide exchange factor 4 (Homo sapiens), Q8WZA2; EPAC2 GEF exchange of Rap1B-BODIPY-GDP, fluorescence; Potency, µM (highest dose often 114 µM), without a hit: at the highest dose activity, negative = inhibition, hits mostly inhibitors; 0.18% of 360,000 active; AID 720708, 2013; note: potency is the fitted concentration of half-maximal effect; % is set by controls: 0 for no effect and ±100 for the full control effect; nearly all actives have a fitted effect of over 45% in size; many of its hits are not listed in these tables
# Nrf2 block: Nrf2 qHTS screen for inhibitors. A549 ARE-Fluc reporter, luciferase luminescence, 18-24 h. Potency, µM (titrated, usually from 46 µM), for inactives: at the top dose activity change, negative = inhibition, hits mostly inhibitors. 2.1% of 360,000 active; note: potency is the fitted concentration of half-maximal effect; % is set by controls: 0 for no effect and ±100 for the full control effect; nearly all actives have a fitted effect of over 60% in size
#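 Quantitative HTS in A549 cells stably bearing an antioxidant response element-firefly luciferase construct. Inhibition of Nrf2-driven transcription was scored by luminescence after 18-24 h of compound exposure at 37 °C.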
# CCT chaperon mod: High-Throughput Screening for Modulators of Cytosolic Chaperonin Activity | purified chaperonin ATPase assay, HTRF ADP detection, 30 min | activity change, % (no concentration beside the values), hits read low | 0.3% of 360,000 active; in the data active = activity change below about -30%; note: % is set by controls: 0 for no effect and ±100 for the full control effect
#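 We incubate TRiC, 40 or 20 nM final, with library compounds at 76 uM and 10 uM ATP for 30 min at 37 °C. ADP formed is detected with Transcreener HTRF reagents after 30 min at room temperature.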
# Nrf2 activator: qHTS of Nrf2 Activators. AREc32 ARE-luciferase reporter (MCF7-derived line), luminescence, 24 h. AID 624171, 2012. Potency, µM (series often up to 46.1 µM), without a hit: at the top dose activation, hits mostly activators. 0.31% of 410,000 active; note: potency is the fitted concentration of half-maximal effect; % of control where 0% means no effect; nearly all actives have a fitted effect of over 65% in size
#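 ARE-driven firefly luciferase activity in AREc32 cells measured after a 24 hr compound exposure at 37 deg C, using Steady-Glo reagent and a 30 min room-temperature hold.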
# TGFb inhibitor: qHTS for Inhibitors of TGF-b | HepG2 CAGA-GFP TGF-b/SMAD3 reporter, GFP fluorescence, 18 h; TGF-beta stimulated, 500 pg/mL final | Potency, µM (titrated, usually from 46.1 µM), for the others: at the top dose activity, negative = inhibition, most hits filed as inhibitors | 1.2% of 410,000 active | AID 588855, 2011; note: potency is the fitted concentration of half-maximal effect; % is set by controls: 0 for no effect and ±100 for the full control effect; nearly all actives have a fitted effect of over 65% in size
#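 Cell-based qHTS in HEPG2 carrying a CAGA-GFP Smad reporter; compounds added before 500 pg/mL final TGF-beta, 18 h incubation at 37 degrees C, GFP fluorescence quantified per cell by imaging cytometry.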
# A549 viability: Nrf2 qHTS screen for inhibitors: counterscreen for cytotoxicity; Potency, µM (top dose mostly 46 µM), without a hit: top-dose activity change, negative = cytotoxicity, most hits filed as inhibitors; 0.16% of 390,000 active; A549 ARE-Fluc cells, CellTiter-Fluor viability, 18-24 h; AID 504648, 2011; note: potency is the fitted concentration of half-maximal effect; % is set by controls: 0 for no effect and ±100 for the full control effect
#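 Cytotoxicity counterscreen: CellTiter-Fluor fluorescence was measured in A549 ARE_Fluc cells after 18-24 h of compound exposure in a concentration series. The subsequent BugLite luminescent read reports ARE-luciferase activity.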
# Starred values were filed as active, the others as inactive; i = inactive; ? = inconclusive; . = not tested or not shown; [ ] = another dose, or the depositor's remark. Unless noted, calls come from the whole dose curve; as a rule, active = well fitted curve in the direction sought with a large enough effect; inconclusive = small, poorly fitted or top-dose-only effect, or another doubt; inactive = no such curve, though single readings can be large; an effect the other way counts as inactive or inconclusive. A portion of the library; rates above refer to the full screens.
SMILES,MmCpn inh,EPAC2 agonist,pAkt inh,EPAC2 antagonist,Nrf2 block,CCT chaperon mod,Nrf2 activator,TGFb inhibitor,A549 viability
COc1ccc(/C=C/C(=O)NC(=S)NNC(=O)Cc2cccs2)cc1,-2.8%,-84.3%[inhibitor][15.6 µM],.,-2.5%,?,0.9,7.5%,?,?
COc1ccccc1N1C(=NC(=O)CCc2ccccc2)SC2CS(=O)(=O)CC21 (stereo not given),2.6%,-2.6%,i,-6.1%,4.0%,-1.0,-0.8%,1.8%,3.7%
O=C(NCCCN1CCCC1=O)c1ccc(Cl)c(S(=O)(=O)N2CCCCC2)c1,2.2%,12.4%,i,2.9%,?,-0.3,0.5%,-9.9%,1.7%
COc1ccc(NC(=O)CCC(=O)c2ccc(C(C)C)cc2)cc1,-3.0%,2.8%,i,-7.9%,-25.1%,-0.8,2.4%,-13.2%,12.3%
Cc1ccc(-c2nc(S(=O)(=O)c3ccc(F)cc3)c(SCC(=O)NCC3CCCO3)o2)cc1 (stereo not given),-3.8%,-6.2%,i,8.0%,-4.0%,-1.8,0.2%,-0.7%,3.2%
CN(C)c1ccc(/C=N/NC(=O)CCc2c[nH]c3ccccc23)cc1,-2.8%,-3.7%,i,2.8%,10.8%,0.2,1.8%,-27.2%,0.4%
O=C(Cn1c(=O)c2ccccc2n(CC(=O)Nc2ccc(F)cc2)c1=O)NCCc1ccccc1,.,.,.,.,?,.,1.5%,7.3%,5.6%
O=C(Cn1c(=O)c2cccn2c2ccc(F)cc21)NCCCN1CCN(c2ccccc2F)CC1,4.8%,1.5%,i,9.1%,7.7%,0.5,0.5%,1.2%,0.0%
c1ccc(SCc2nc3ccccc3[nH]2)cc1,0.6%,-1.8%,i,10.9%,.,-1.0,-0.3%,-17.9%,5.8%
O=C(NC1CCCc2ccccc21)c1cccnc1 (stereo not given),-1.9%,2.4%,i,1.2%,2.7%,-3.0,-0.5%,-4.4%,8.0%
O=C(Cn1cnc2ccccc2c1=O)c1cccs1,2.6%,8.7%,i,3.3%,18.6%,-3.0,2.3%,-5.8%,1.1%
O=C(Cn1cnc2ccc(Br)cc2c1=O)c1cccs1,-4.2%,?,i,18.3%[57.1 µM],?,0.2,7.6%,-18.2%,0.5%
COc1ccc(-c2noc(N3CCC(C(=O)Nc4ccccc4OC)CC3)n2)cc1,-0.2%,7.8%,i,-3.3%,?,-1.9,-2.0%,-23.0%,-6.1%
CN(C)S(=O)(=O)c1ccc(C(=O)NCc2nnc(SCC(=O)Nc3ccc(F)cc3)n2-c2ccc(F)cc2)cc1,0.1%,-5.4%,i,-3.0%,-3.1%,-1.2,-0.7%,-8.9%,1.9%
CSc1ccc(CCNC(=O)c2ccc(-n3c(C)cc4c3CCCC4)cc2)cc1,.,.,.,.,-22.5%,.,21.4%,?,-1.1%
O=C(NCCN1CCCC1=O)C1CCC(=O)N(CCc2cccc(F)c2)C1 (stereo not given),2.0%,8.4%,i,6.1%,2.4%,-0.7,0.1%,1.4%,-4.2%
CC(Oc1cccnc1[N+](=O)[O-])C(=O)Nc1cccc(Cl)c1 (stereo not given),1.0%,3.4%,i,5.3%,-2.0%,-1.2,3.1%,-6.7%,-0.5%
O=C(O)CCCCCNC(=O)c1ccccc1Br,-2.7%,9.7%,i,5.2%,10.7%,-2.2,-0.1%,7.6%,14.3%
O=C(CCNS(=O)(=O)c1ccc2[nH]c(=O)oc2c1)Nc1cccc(Br)c1,1.2%,7.1%,i,1.9%,-7.2%,-14.3,-0.1%,1.9%,7.7%
CCCCCn1c(CN2CCN(c3cccc(Cl)c3)CC2)nc2c1c(=O)[nH]c(=O)n2C,?,6.3%,i,-10.6%,?,-1.9,-1.7%,?,0.4%
CC(C)CN(C(=O)COC(=O)CCC(=O)c1ccc(Cl)cc1)c1c(N)n(Cc2ccccc2)c(=O)[nH]c1=O,0.5%,-9.7%,i,-8.3%,-4.7%,0.6,0.4%,-8.3%,5.5%
CCOc1ccc(CCN2C(=O)C(=O)N([C@@H](CC(C)C)CN3CCC[C@H]3CN3C(=O)C(=O)NC[C@@H]3Cc3ccc(O)cc3)C[C@@H]2CC(C)C)cc1,.,-2.6%,i,?,.,-0.2,-0.6%,.,.
Cc1cccn2c(=O)nc(SCC(=O)NCc3ccco3)nc12,-3.1%,-3.2%,i,5.4%,-0.2%,1.0,0.1%,9.3%,1.2%
Cn1nc(Cc2n[nH]c(=S)n2C)c2ccccc2c1=O,-0.6%,5.4%,i,7.3%,-3.8%,-0.3,0.9%,0.0%,1.8%
CCCC(=O)Nc1ccc2c(c1)nc(CCN1CCN(c3ccccn3)CC1)n2C,-1.3%,6.2%,i,-4.3%,-1.4%,-2.0,0.0%,-6.9%,21.6%
COC(=O)C1=C(O)/C(=C\c2ccc(CNC(=O)C(=O)Nc3ccc(C)c(C)c3)o2)N=C1C,-1.2%,-6.4%,i,5.6%,.,-0.9,2.0%,21.9%,6.1%
O=[N+]([O-])c1cc(C(F)(F)F)ccc1Oc1cccnc1[N+](=O)[O-],1.7%,2.0%,i,2.4%,3.3%,2.2,?,-21.5%,-5.7%
Cc1ccc(S(=O)(=O)N2CCN(CC(=O)Nc3ccnn3C3CCCC3)CC2)cc1,3.1%,-0.3%,i,11.8%,?,-0.1,-0.8%,6.2%,3.9%
COc1ccc(/C=C(/NC(=O)c2ccccc2)C(=O)NC2CCS(=O)(=O)C2)cc1 (stereo not given),3.1%,8.6%,i,3.0%[57.1 µM],1.0%,-1.6,0.0%,-2.6%,2.6%
CCOc1ccc(/C=N/N(C)c2ccccc2)cc1OC,-3.0%,17.2%,i,-0.7%,?,-0.6,4.7%,10.5%,-5.4%

# One compound at a time (already shown). Order of screens: MmCpn inh, EPAC2 agonist, pAkt inh, EPAC2 antagonist, Nrf2 block, CCT chaperon mod, Nrf2 activator, TGFb inhibitor, A549 viability
# CCCCCn1c(CN2CCN(c3cccc(Cl)c3)CC2)nc2c1c(=O)[nH]c(=O)n2C is listed with ?, 6.3%, i, -10.6%, ?, -1.9, -1.7%, ?, 0.4%
# O=C(O)CCCCCNC(=O)c1ccccc1Br is listed with -2.7%, 9.7%, i, 5.2%, 10.7%, -2.2, -0.1%, 7.6%, 14.3%
# O=C(NCCN1CCCC1=O)C1CCC(=O)N(CCc2cccc(F)c2)C1 (stereo not given) is listed with 2.0%, 8.4%, i, 6.1%, 2.4%, -0.7, 0.1%, 1.4%, -4.2%

# Next section
SMILES,MmCpn inh,EPAC2 agonist,pAkt inh,EPAC2 antagonist,Nrf2 block,CCT chaperon mod,Nrf2 activator,TGFb inhibitor,A549 viability
COc1ccc(CCNC(=O)C/C(C)=N/NC(=O)C23CC4CC(CC(C4)C2)C3)cc1OC,0.4%,-0.2%,i,5.3%,?,-1.1,5.6%,0.0%,-3.7%
Cc1nc2ccc(NC(=O)c3ccc(S(=O)(=O)N(C)c4ccccc4)cc3)cc2s1,-1.1%,20.1%,i,-6.9%,?,-14.0,4.1%,?,-11.2%
COc1ccc(-n2c(C)c(C(C)=O)c3cc(OC(=O)COc4ccccc4)ccc32)cc1,.,.,.,.,13.6%,.,-0.4%,4.4%,2.6%
CN1CCN(C(=O)Cn2ncc3c4ccccc4n(Cc4ccc(F)cc4)c3c2=O)CC1,.,.,.,.,15.9%,.,0.6%,-19.7%,-3.5%
COc1ccc(/C=C/CN2CCN(Cc3ccccc3)C(CCO)C2)cc1 (stereo not given),2.1%,1.0%,i,?,3.6%,-0.1,-0.4%,25.4%,-9.4%
COc1ccc(CCNC(=O)c2cnn(-c3ccc(C)c(C)c3)c2NC(=O)c2ccco2)cc1OC,.,6.8%,i,-2.2%,1.9%,-2.0,-0.2%,-13.8%,-7.1%[1.84 µM]
O=C(CC[C@H]1O[C@@H](n2cnc3c(NC(=O)c4ccccc4)ncnc32)[C@H](O)[C@@H]1O)N[C@@H](CO)Cc1c[nH]c2ccccc12,.,-1.2%,i,19.4%,.,-1.0,-0.7%,-1.2%,.
Cc1ccc(-c2nc3ccc(Br)cn3c2Nc2ccc3c(c2)OCO3)o1,.,.,.,.,0.8%[9.27 µM],.,4.4%,-14.2%,0.7%
CCn1cc(C(=O)N2CCN(c3ccccc3)CC2)c(=O)c2cc(S(=O)(=O)N3CCC(C)CC3)ccc21,.,.,.,.,-16.2%,.,-0.2%,?,-0.8%
CC(C)(C)c1ccc(C(=O)NCC(=O)N/N=C/c2ccccc2OCC(=O)O)cc1,4.4%,1.1%,i,4.2%,8.0%,-0.2,0.2%,3.6%,2.0%
O=C(Nc1cccc(S(=O)(=O)C(F)F)c1)c1ccc(S(=O)(=O)N2CCOCC2)cc1,-2.3%,-2.0%,i,-10.7%,-37.2%,-2.8,1.1%,17.7%,-1.5%
CC(C)c1ccc(NC(=O)C2CC3CCC2C3)cc1 (stereo not given),1.4%,4.4%,i,-7.8%,?,-0.5,1.6%,9.7%,3.4%
Cc1ccc(-n2ncc(C(=O)N3CCN(C4CCCCC4)CC3)c2C2CCN(C(=O)OC(C)(C)C)CC2)cc1C,.,.,.,.,27.9%,.,-0.3%,-1.6%,-9.9%
CCOC(=O)/C=C1\SCC(=O)N1CC(=O)NCc1ccc(OC)c(OC)c1,-2.8%,11.1%,i,1.2%,1.8%,-2.5,-0.4%,0.9%,1.1%
Cc1cccc([C@@H]2[C@@H]3C(=O)N(Cc4ccccc4)C(=O)[C@@H]3[C@]3(Cc4ccc(Cl)cc4)C(=O)N(c4cccc(Cl)c4)C(=O)N23)c1,2.2%,-0.1%,i,6.8%,1.9%,2.0,-0.3%,-9.7%,-7.7%
